# High-throughput results (PubChem BioAssay)
# HADH2 inh: qHTS Assay for Inhibitors of HADH2 (Hydroxyacyl-Coenzyme A Dehydrogenase, Type II). 73,000 compounds, 3.4% hits. recombinant HADH2, NADH fluorescence, beta-hydroxybutyryl-CoA. Potency, µM (series often up to 57.1 µM), for inactives: at the top dose activity change, negative = inhibition, usual class: inhibitors. 3-hydroxyacyl-CoA dehydrogenase type-2 (Homo sapiens), Q99714. AID 886, 2007; note: % is set by controls: 0 for no effect and ±100 for the full control effect; nearly all actives have a fitted effect of over 60% in size; many of its hits are not listed in these tables
# Target sequence (Q99714 whole entry, looked up, one chain of several): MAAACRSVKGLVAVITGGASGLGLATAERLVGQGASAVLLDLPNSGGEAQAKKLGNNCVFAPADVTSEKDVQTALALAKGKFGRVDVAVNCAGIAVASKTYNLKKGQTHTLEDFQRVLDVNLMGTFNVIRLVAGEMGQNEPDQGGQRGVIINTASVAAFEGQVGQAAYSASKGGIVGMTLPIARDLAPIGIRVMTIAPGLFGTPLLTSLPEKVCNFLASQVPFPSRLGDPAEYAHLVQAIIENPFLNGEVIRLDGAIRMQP
#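 Activity measured as NADH fluorescence gain (360/450 nm), taken as the change between first and last reads of a 4-min kinetic run. Conditions: pH 9.0 Tris buffer, 20 nM E. coli-expressed His-tagged enzyme, 1 mM NAD+, 90 uM beta-hydroxybutyryl-CoA; 15-min compound preincubation.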
# DNA Pol III inh: qHTS Assay for Inhibitors of DNA Polymerase III Holoenzyme System | 71,000 compounds, 0.25% hits | Potency, µM (top dose mostly 57.1 µM), without a hit: top-dose activity change, negative = inhibition | AID 603, 2007 | reconstituted DNA polymerase III holoenzyme replication, biochemical; note: % is set by controls: 0 for no effect and ±100 for the full control effect
#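 Reconstituted *E. coli* holoenzyme (0.35 nM Pol III, 1 nM beta, 154 nM SSB, 2 nM primase) was preincubated with compound for 15 min at RT. Synthesis on 1.4 nM ssM13Gori ran 35 min, then was stopped with PicoGreen/EDTA and read as dsDNA fluorescence.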
# Hsp90 Hop PPI: qHTS Assay for Disrupters of an Hsp90 Co-Chaperone Interaction; AlphaScreen TPR2A-His6 binding biotin-Hsp90 C-terminal peptide; Potency, µM (top dose mostly 57 µM), for inactives: top-dose activity change, negative = inhibition; 71,000 compounds, 0.44% hits; AID 595, 2007; active = well fitted curve in either direction with a large enough effect; inconclusive = small, poorly fitted or top-dose-only effect, or another doubt; note: % is set by controls: 0 for no effect and ±100 for the full control effect; many of its hits are not listed in these tables
# HBB splice mod: qHTS Assay for Modulators of Hemoglobin Beta Chain Splicing. AID 925, 2007. Potency, µM (titrated, usually from 46.1 µM), without a hit: at the top dose activation, hits mostly activators. 65,000 compounds, 0.06% hits. HBB splicing reporter cell assay, activation; EGFP reporter with mutant IVS2-654 intron; response scale: normalised to 500 nM splice-correcting PNA; note: 0% is about no effect
#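 HeLa cells stably expressing EGFP interrupted by mutant beta-globin intron 2 (IVS2-654), 500/well in 2% FCS. Treated with compound for 2 days at 37C. Splicing correction scored as total well GFP intensity (488 nm excitation, 500-520 nm emission); 500 nM antisense PNA served as control.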
# Starred values were filed as active, the others as inactive; ? = inconclusive; [ ] = remark or other dose. Unless noted, calls come from the whole dose curve; as a rule, active = well fitted curve in the direction sought with a large enough effect; inconclusive = small, poorly fitted or top-dose-only effect, or another doubt; inactive = no such curve, though single readings can be large; an effect the other way counts as inactive or inconclusive. Potency is the fitted concentration of half-maximal effect.
entry	Structure	HADH2 inh	DNA Pol III inh	Hsp90 Hop PPI	HBB splice mod
1	COC(=O)[C@@]1(Cc2ccc(OC)cc2)[C@H]2c3cc(C(=O)N4CCCC4)n(CCc4c[nH]c5cc(F)ccc45)c3C[C@H]2CN1C(=O)c1ccccc1	11%	5%	-16%	1.9%
2	COC(=O)[C@@]1(Cc2ccc(OC)cc2)[C@H]2c3cc(C(=O)N(C)C)n(Cc4ccc(OC)c(OC)c4)c3C[C@H]2CN1C(=O)c1ccccc1	-6%	-4%	-15%	0.1%
3	COC(=O)[C@@H]1C[C@H]1[C@@H](N)c1ccccc1	1%	-9%	-3%	1.9%
4	CCCC/C=C/C(NC(=O)c1ccc(-c2ccccc2)cc1)c1ccccc1 (centres undefined)	13%	4%	-4%	1.2%
5	COC(=O)[C@@]1(Cc2ccc(OC)cc2)[C@H]2c3cc(C(=O)N4CCCC4)n(CCc4c[nH]c5ccc(OC)cc45)c3C[C@H]2CN1C(=O)c1ccccc1	1%	19%	-30%	1.1%
6	C[C@@H](C(=O)NCc1ccccn1)[C@H]1C[C@]1(C)[C@H](NC(=O)OCc1ccccc1)c1ccccc1	-9%	-4%	-9%	3.6%
7	CC(C)(C)[Si](C)(C)c1c2c(nc3ccc(OCc4ccccc4)cc13)-c1cccc(=O)n1C2	-14%	2%	19%	-1.3%
8	CCCC[C@H]1C[C@@H]1[C@@H]1N(P(=O)(c2ccccc2)c2ccccc2)C[C@@](O)(c2ccccc2)CC12CC2	-7%	-4%	-15%	1.4%
9	CC(C)C[C@@H](CC(=O)N[C@@H](CCCN)CC(=O)N[C@@H]1CCCC[C@H]1C(=O)N[C@H](CC(=O)N[C@@H](CCC(=O)O)CC(=O)O)Cc1ccccc1)NC(=O)[C@@H]1CCCC[C@H]1N	-25%	-3%	-11%	4.1%
10	COC(=O)Cn1c(C(=O)N2CCCC2)cc2c1C[C@H]1CN(C(=O)c3ccccc3)[C@@](Cc3ccccc3)(C(=O)OC)[C@@H]21	7%	5%	-3%	-2.2%
11	CC[C@@]1(O)C(=O)COc2c1cc1n(c2=O)Cc2c-1nc1cccc(C(C)C)c1c2[Si](C)(C)C	118%[activator]	1%	3%	-0.8%
12	COCC1C2CC[C@H]3C(OCc4ccc(OC)cc4)OC[C@]4(C)[C@H]3C2=C(CN4C(=O)OC(C)(C)C)[C@H](C)C1COC (some centres undefined)	2%	-6%	?	-1.4%
13	CC(C)[C@@H](CC(=O)N[C@@H]1CCCC[C@H]1C(=O)N[C@H](CC(=O)N[C@@H](CCC(=O)O)CC(=O)O)Cc1ccccc1)NC(=O)C[C@H](CO)NC(=O)[C@@H]1CNCC[C@H]1N	-11%	0%	-11%	0.5%
14	C[C@@H](C(=O)Nc1ccc2ccccc2c1)[C@@H]1C[C@@]1(C)[C@@H](NS(=O)(=O)c1ccccc1)c1ccccc1	-4%	8%	-6%	1.8%
15	COC(=O)[C@@]1(Cc2ccc(F)cc2)[C@H]2c3cc(C(=O)N4CCCC4)n(Cc4ccc(C(F)(F)F)nc4)c3C[C@H]2CN1C(=O)c1ccccc1	9%	-16%	-8%	0.1%
16	CCCC[C@@H]1C[C@H]1C(NC(=O)c1cccnc1)c1ccc(Cl)cc1 (some centres undefined)	-4%	-1%	11%	0.0%
17	CCC/C=C(\CCC)C(NS(=O)(=O)c1ccc(C(F)(F)F)cc1)c1ccc(C(=O)OC)cc1 (centres undefined)	1%	-1%	29%	-0.6%
18	CCCC/C=C/C(NC(=O)c1ccco1)c1ccccc1 (centres undefined)	-12%	-9%	-1%	-1.1%
19	CC(C)[C@@H](CC(=O)N[C@@H]1CCCC[C@H]1C(=O)N[C@H](CC(=O)N[C@@H](CCC(=O)O)CC(=O)O)Cc1c[nH]c2ccccc12)NC(=O)C[C@H](CO)NC(=O)[C@@H]1CNCC[C@H]1N	3%	-2%	-12%	2.2%
20	O=C(Nc1ccc2ccccc2c1)[C@H]1C[C@@H]1[C@H](NP(=O)(c1ccccc1)c1ccccc1)c1ccccc1	-3%	-7%	-13%	1.9%

# Numbers 7 through 17 from above:
entry	Structure	HADH2 inh	DNA Pol III inh	Hsp90 Hop PPI	HBB splice mod
7	CC(C)(C)[Si](C)(C)c1c2c(nc3ccc(OCc4ccccc4)cc13)-c1cccc(=O)n1C2	-14%	2%	19%	-1.3%
8	CCCC[C@H]1C[C@@H]1[C@@H]1N(P(=O)(c2ccccc2)c2ccccc2)C[C@@](O)(c2ccccc2)CC12CC2	-7%	-4%	-15%	1.4%
9	CC(C)C[C@@H](CC(=O)N[C@@H](CCCN)CC(=O)N[C@@H]1CCCC[C@H]1C(=O)N[C@H](CC(=O)N[C@@H](CCC(=O)O)CC(=O)O)Cc1ccccc1)NC(=O)[C@@H]1CCCC[C@H]1N	-25%	-3%	-11%	4.1%
10	COC(=O)Cn1c(C(=O)N2CCCC2)cc2c1C[C@H]1CN(C(=O)c3ccccc3)[C@@](Cc3ccccc3)(C(=O)OC)[C@@H]21	7%	5%	-3%	-2.2%
11	CC[C@@]1(O)C(=O)COc2c1cc1n(c2=O)Cc2c-1nc1cccc(C(C)C)c1c2[Si](C)(C)C	118%[activator]	1%	3%	-0.8%
12	COCC1C2CC[C@H]3C(OCc4ccc(OC)cc4)OC[C@]4(C)[C@H]3C2=C(CN4C(=O)OC(C)(C)C)[C@H](C)C1COC (some centres undefined)	2%	-6%	?	-1.4%
13	CC(C)[C@@H](CC(=O)N[C@@H]1CCCC[C@H]1C(=O)N[C@H](CC(=O)N[C@@H](CCC(=O)O)CC(=O)O)Cc1ccccc1)NC(=O)C[C@H](CO)NC(=O)[C@@H]1CNCC[C@H]1N	-11%	0%	-11%	0.5%
14	C[C@@H](C(=O)Nc1ccc2ccccc2c1)[C@@H]1C[C@@]1(C)[C@@H](NS(=O)(=O)c1ccccc1)c1ccccc1	-4%	8%	-6%	1.8%
15	COC(=O)[C@@]1(Cc2ccc(F)cc2)[C@H]2c3cc(C(=O)N4CCCC4)n(Cc4ccc(C(F)(F)F)nc4)c3C[C@H]2CN1C(=O)c1ccccc1	9%	-16%	-8%	0.1%
16	CCCC[C@@H]1C[C@H]1C(NC(=O)c1cccnc1)c1ccc(Cl)cc1 (some centres undefined)	-4%	-1%	11%	0.0%
17	CCC/C=C(\CCC)C(NS(=O)(=O)c1ccc(C(F)(F)F)cc1)c1ccc(C(=O)OC)cc1 (centres undefined)	1%	-1%	29%	-0.6%

# Two compounds from above with just Hsp90 Hop PPI, DNA Pol III inh and HADH2 inh:
entry | smiles | Hsp90 Hop PPI | DNA Pol III inh | HADH2 inh
9 | CC(C)C[C@@H](CC(=O)N[C@@H](CCCN)CC(=O)N[C@@H]1CCCC[C@H]1C(=O)N[C@H](CC(=O)N[C@@H](CCC(=O)O)CC(=O)O)Cc1ccccc1)NC(=O)[C@@H]1CCCC[C@H]1N | -11% | -3% | -25%
10 | COC(=O)Cn1c(C(=O)N2CCCC2)cc2c1C[C@H]1CN(C(=O)c3ccccc3)[C@@](Cc3ccccc3)(C(=O)OC)[C@@H]21 | -3% | 5% | 7%

# (list continues)
entry	Structure	HADH2 inh	DNA Pol III inh	Hsp90 Hop PPI	HBB splice mod
21	c1ccc2c(c1)Cc1cc3ccccc3nc1-2	5%	-19%	14%	8.7%
22	COC(=O)[C@@]1(Cc2ccc(F)cc2)[C@H]2c3cc(C(=O)N4CCCC4)n(Cc4cc(F)cc5c4OCOC5)c3C[C@H]2CN1C(=O)c1ccccc1	20%	14%	-11%	0.1%
23	CCCC[C@@H]1C[C@H]1C(NC(=O)c1ccco1)c1ccc(Cl)cc1 (some centres undefined)	-12%	-7%	?	-0.5%
24	Cc1cc(C(=O)N[C@H](c2ccccc2)[C@@]2(C)C[C@@H]2[C@@H](C)C(=O)Nc2ccc3ccccc3c2)n(C)n1	2%	-6%	-3%	2.1%
25	COC(=O)[C@@]1(Cc2ccccc2)[C@H]2c3cc(C(=O)N(C)C)n(Cc4nc5ccccc5[nH]4)c3C[C@H]2CN1C(=O)c1ccccc1	?	-9%	-12%	1.7%
26	CC(C)[C@@H](CC(=O)N[C@@H]1CCNC[C@H]1C(=O)N[C@H](CC(=O)N[C@@H](CCC(=O)O)CC(=O)O)Cc1ccccc1)NC(=O)C[C@H](CO)NC(=O)[C@@H]1CCCC[C@H]1N	?	-6%	-8%	-0.1%
27	O=C(Cc1ccccc1I)Nc1ccccc1	-5%	-1%	5%	1.3%
28	COC(=O)[C@@]1(Cc2ccc(F)cc2)[C@H]2c3cc(C(=O)N4CCCC4)n(CCO)c3C[C@H]2CN1C(=O)c1ccccc1	11%	1%	0%	-1.4%
29	COC(=O)[C@@]1(Cc2ccc(F)cc2)[C@H]2c3cc(C(=O)N(C)C)n(CCN4CCOCC4)c3C[C@H]2CN1C(=O)c1ccccc1	-1%	-15%	0%	-0.1%
30	COC(=O)[C@@]1(Cc2ccc(F)cc2)[C@H]2c3cc(C(=O)N(C)C)n(Cc4ccc(S(C)(=O)=O)cc4)c3C[C@H]2CN1C(=O)c1ccccc1	17%	14%	-4%	0.0%
31	COC(=O)[C@@]1(Cc2ccc(F)cc2)[C@H]2c3cc(C(=O)N4CCCC4)n(CCc4ccccn4)c3C[C@H]2CN1C(=O)c1ccccc1	8%	-9%	-7%	0.7%
32	O=C(NCc1cc(F)cc2c1OCCO2)[C@H]1C[C@@H]1[C@H](NP(=O)(c1ccccc1)c1ccccc1)c1ccccc1	6%	-5%	-9%	0.4%
33	CCCC1(C(=O)OC)C=C2C(=C(c3ccccc3)C(=O)C2C)CN1 (centres undefined)	-18%	5%	-2%	0.0%
34	CC(C)C[C@@H](CC(=O)N[C@@H](CCCN)CC(=O)N[C@@H]1CCNC[C@H]1C(=O)N[C@H](CC(=O)N[C@@H](CCC(=O)O)CC(=O)O)Cc1ccccc1)NC(=O)[C@@H]1CCCC[C@H]1N	9%	-4%	-17%	2.5%
35	CC1(C)C(=O)C(c2ccccc2)=C2CN3C(=O)N(CCc4ccccc4)C(=O)C3(Cc3ccc(F)cc3)C=C21 (centres undefined)	-9%	-8%	-9%	0.6%
36	CC(C)C[C@@H](CC(=O)N[C@@H](CCC(=O)O)CC(=O)O)NC(=O)[C@@H]1CCCC[C@H]1NC(=O)C[C@@H](NC(=O)C[C@H](Cc1ccccc1)NC(=O)[C@@H]1CNCC[C@H]1N)C(C)C	4%	-4%	?	2.6%
37	COc1ccc2nc3c(c(-c4ccccc4)c2c1)CCC3	-13%	-2%	12%	-1.1%
38	COC(=O)[C@@]1(Cc2ccc(F)cc2)[C@H]2c3cc(C(=O)N4CCCC4)n(Cc4cccc5ccccc45)c3C[C@H]2CN1C(=O)c1ccccc1	0%	3%	-18%	-0.7%
39	CCCCCC1=C2CNC(C)(C(=O)OC)C=C2C(C)C1=O (centres undefined)	-6%	11%	-1%	-0.8%
40	COC(=O)N[C@H](c1ccccc1)[C@@]1(C)C[C@@H]1[C@@H](C)C(=O)Nc1ccc2ccccc2c1	0%	-9%	-5%	1.2%
41	CC(C)[C@@H](CC(=O)N[C@@H]1CCCC[C@H]1C(=O)N[C@H](CC(=O)N[C@@H](CCC(=O)O)CC(=O)O)Cc1c[nH]c2ccccc12)NC(=O)C[C@H](Cc1c[nH]c2ccccc12)NC(=O)[C@@H]1CCCC[C@H]1N	16%	0%	-13%	-0.2%
42	COc1ccc(CNC(=O)[C@H](C)[C@H]2C[C@]2(C)[C@H](NC(=O)OCc2ccccc2)c2ccccc2)cc1OC	7%	6%	-13%	1.3%
43	CCC/C=C(\CCC)C(NC(=O)CCc1ccccc1)c1ccc(C(F)(F)F)cc1 (centres undefined)	4%	-2%	?	0.7%
44	COC(=O)[C@@]1(Cc2ccccc2)[C@H]2c3cc(C(=O)N(C)C)n(CCSCCO)c3C[C@H]2CN1C(=O)c1ccccc1	6%	-4%	-2%	-0.4%
45	CCCC/C=C/C(NC(=O)c1ccc(C(=O)OC)cc1)c1ccccc1 (centres undefined)	7%	-4%	-3%	-0.2%

# The list is partial. The share of hits here may be higher or lower than overall.
